PRMT1 FP inh = blocks human protein arginine methyltransferase 1; Q99873; 1.3% of 370,000 active; AID 652257; recombinant PRMT1, activity-based probe fluorescence polarization; inhibition, % at 2.79 µM;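 active means inhibition above about 21% made by adding two undisclosed values, limit read from the data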
TCR CD3 inh = inhibitors of human TCR-CD3 interaction; TAMRA-labeled TCR probe fluorescence, biochemical; inhibition, % at 9.4 µM; 0.37% of 360,000 active; AID 651800; in the data active means inhibition above about 19%;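 further: recombinant mutant TCR 2C K166C tagged with TAMRA read by polarization; 0% = receptor in buffer alone and 100% = receptor with positive control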
ABHD4 inh = inhibitors of mouse ABHD4; Q8VD66; purified mABHD4, FP-Rh probe fluorescence polarization; inhibition, % at 8.92 µM; 0.54% of 370,000 active; AID 720543;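 active means inhibition exceeding the mean over every tested compound plus 3 SD, cut at about 30% in these data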;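 further: 0% = plate median of compound wells and 100% = S159A mutant with DMSO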
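Assay system: mABHD4 protein; medium: HEPES pH 7.0, NaCl, Pluronic buffer; dosing: 8.92 µM, single dose; schedule: 45 min + 60 min at 25 °C; signal: FP readout, ex 525 nm / em 598 nm; read-out: normalized percent inhibition of probe labeling; repeats: single replicate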
LEDGF integ inh = blocks HIV-1 LEDGF/p75-dependent DNA integration; inhibition, % at 3.7 µM; 0.64% of 370,000 active; AID 743269; TR-FRET IN-LEDGF/p75 DNA integration, Eu/Cy5;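 active means inhibition above the screen-wide mean plus 3 SD, cut at about 13% in these data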;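 further: signal is the Cy5 over europium emission ratio at 671 and 618 nm; 0% = plate median of compound wells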
TDP2 inh = TDP2 (human) inhibition, absorbance primary screen; O95551; recombinant TDP2, T5PNP hydrolysis, p-nitrophenol absorbance 415 nm; inhibition, % at 12.8 µM; 0.34% of 370,000 active; AID 720702;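 active means inhibition above the mean of all tested compounds plus 3 SD, set per campaign, cut at about 25% in these data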;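 further: 0% = DMSO with enzyme and 100% = buffer with substrate but no TDP2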
Target sequence (O95551 whole entry, looked up): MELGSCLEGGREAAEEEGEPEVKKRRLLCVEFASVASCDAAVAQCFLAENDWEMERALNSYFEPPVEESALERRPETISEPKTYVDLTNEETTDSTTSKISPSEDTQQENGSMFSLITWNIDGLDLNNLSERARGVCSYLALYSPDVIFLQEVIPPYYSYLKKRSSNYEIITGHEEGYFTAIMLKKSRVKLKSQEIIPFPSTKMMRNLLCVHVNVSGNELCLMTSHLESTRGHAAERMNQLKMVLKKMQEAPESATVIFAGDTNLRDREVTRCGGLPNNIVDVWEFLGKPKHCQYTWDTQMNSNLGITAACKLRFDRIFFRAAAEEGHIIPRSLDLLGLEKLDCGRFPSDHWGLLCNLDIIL
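Assay system: recombinant human TDP2 / Reagent: T5PNP substrate at 5 mM, a TopII-DNA adduct mimic / Measured by: epi absorbance from released p-nitrophenol / Evaluation: % inhibition relative to enzyme-containing and enzyme-free wells / Control set: enzyme-free and DMSO wells / Replicates: each compound tested once, singlicate / Schedule: enzyme reaction with compound for 2 h at 37 °C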
SIAE inh = blocks human sialic acid acetylesterase; Q9HAT2; SIAE FP-Rh probe binding, fluorescence polarization; inhibition, % at 9.66 µM; 0.69% of 370,000 active; AID 1053197;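 active means inhibition above a cutoff: mean of compounds within the control limits plus 3 SD of those, cut at about 17% in these data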;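 further: 0% = plate median of compound wells and 100% = probe without SIAE protein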
HTRA1 inh = inhibitors of human serine peptidase HTRA1; Q92743; recombinant HTRA1, FP-rhodamine activity-based probe, fluorescence polarization; inhibition, % at 5.96 µM; 0.5% of 340,000 active; in the data active means inhibition above about 36%;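 further: 0% = enzyme with DMSO and 100% = wells lacking enzyme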
rCAG RNA binder = binds r(CAG) RNA repeats; r(CAG) RNA repeat, TO-PRO-1 dye displacement fluorescence; inhibition, % at 3 µM; 1.3% of 370,000 active; AID 651821;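 active means inhibition above the plate cutoff, the mean of all test compounds on that plate plus 3 SD, cut at about 35% in these data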;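 further: 0% = DMSO alone and 100% = 100 µM mitoxantrone as full dye displacement; higher means more dye released from RNA so lower well fluorescence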
PG9 Ab binder = PG9 antibody binding by small molecule; TR-FRET gp120-PG9 antibody binding; AID 624416; 0.43% of 360,000 active; inhibition, % at 6.7 µM; in the data active means inhibition above about 8.5%
NR1D1 modulator = modulators of human Rev-erb alpha DNA binding; P20393; Rev-erbα–FITC-DNA binding, fluorescence polarization, 90 min; 0.79% of 370,000 active; AID 1259318; activity, % at 10 µM;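 active means activity above about 14%, limit read from the data; passing the limit was not always enough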;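 further: 0% = DMSO wells with 35 nM protein and 100% = DMSO wells with 750 nM protein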
Target sequence (P20393 whole entry, looked up): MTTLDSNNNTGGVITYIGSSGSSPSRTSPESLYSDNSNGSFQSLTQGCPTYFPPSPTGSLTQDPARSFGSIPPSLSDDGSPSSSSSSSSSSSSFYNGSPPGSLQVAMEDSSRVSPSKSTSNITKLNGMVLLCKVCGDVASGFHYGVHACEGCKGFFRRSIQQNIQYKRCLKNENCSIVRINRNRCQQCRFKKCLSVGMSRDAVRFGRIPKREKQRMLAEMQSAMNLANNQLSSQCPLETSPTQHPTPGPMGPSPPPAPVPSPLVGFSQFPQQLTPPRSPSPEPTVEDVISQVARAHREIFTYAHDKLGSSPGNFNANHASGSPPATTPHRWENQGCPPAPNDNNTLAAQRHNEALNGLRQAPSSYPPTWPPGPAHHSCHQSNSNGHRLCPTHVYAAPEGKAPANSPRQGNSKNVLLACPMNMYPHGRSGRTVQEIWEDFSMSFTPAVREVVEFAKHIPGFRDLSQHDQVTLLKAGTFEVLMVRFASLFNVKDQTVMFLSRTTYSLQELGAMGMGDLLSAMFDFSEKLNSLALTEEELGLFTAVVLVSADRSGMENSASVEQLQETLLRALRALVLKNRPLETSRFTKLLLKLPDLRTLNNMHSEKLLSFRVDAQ
* = called active by the depositor; . = not tested or not shown. A portion of the library; rates above refer to the full screens.

SMILES	PRMT1 FP inh	TCR CD3 inh	ABHD4 inh	LEDGF integ inh	TDP2 inh	SIAE inh	HTRA1 inh	rCAG RNA binder	PG9 Ab binder	NR1D1 modulator
COCC(C)NC(=O)c1cc2c(ccc3ccccc32)oc1=O (stereo unspecified)	-0.9	0.8	0.2	-2.5	7.3	3.2	-8.9	-1.1	1.6	-8.7
COc1ccc(-c2nc(Cn3c(SCc4ccc(C)cc4)nc4ccncc43)c(C)o2)cc1OC	4.6	-6.5	-12.7	4.7	-4.0	-10.7	-34.0	7.2	0.9	1.9
Cn1cc(Br)c(C(=O)NN2C(=O)C3C4C=CC(C5CC45)C3C2=O)n1 (stereo unspecified)	-5.3	0.7	-2.1	2.5	-7.5	-4.3	17.2	1.9	2.2	-1.5
O=S(=O)(c1cccc(-c2cn3cccnc3n2)c1)N1CCOCC1	10.1	2.9	0.6	-1.6	2.9	-3.9	-1.6	6.2	-1.3	0.3
CCCc1ccccc1OCCNS(=O)(=O)c1cc2c(cc1C)OCC(=O)N2	-2.2	1.7	7.5	-2.5	-8.1	-0.7	-18.1	2.8	0.7	10.6
O=C(COC(=O)COc1ccc(Cl)cc1)Nc1cccnc1Cl	1.7	-3.5	6.4	-1.3	-1.2	-1.6	0.7	0.7	-3.8	0.7
Brc1cnc2nc(SCc3nc4ccccc4[nH]3)[nH]c2c1	-6.4	-6.5	-5.7	4.0	-9.0	-5.9	.	7.6	-1.1	-3.2
CCOC(=O)c1c(NC(=O)CN2C(=O)NC(C)(c3ccc(Cl)cc3)C2=O)sc(C(=O)NC)c1C (stereo unspecified)	2.6	2.1	-15.3	-0.1	7.7	-2.6	-16.8	5.6	0.7	0.0
CC(C)Cn1nc(NC(=O)c2cccs2)c2cc3ccccc3nc21	0.5	-1.1	3.6	-5.8	6.0	-0.7	-6.3	1.0	0.3	8.9
O=C1C=C(c2cccs2)C[C@H](c2ccccc2)[C@H]1n1nnc([N+](=O)[O-])n1	-1.3	2.7	9.6	14.2*	3.1	5.6	-12.0	11.8	-0.7	1.3
COc1ccc(C(C(=O)NC(C)(C)C)N(CCO)C(=O)CCC(=O)Nc2cc(C)on2)cc1 (stereo unspecified)	-0.1	2.5	8.3	-0.2	-4.0	-3.2	-4.9	0.3	1.3	0.3
Nc1ccc2nc(-c3ccccc3)c(-c3ccccc3)nc2c1	12.6	2.4	20.1	3.6	12.8	10.8	31.2	7.6	1.0	-3.9
COc1ccc(CCNC(=S)Nc2ccc(C)cc2C)cc1	1.4	5.1	-1.9	1.7	-13.3	3.0	-0.7	-1.6	-2.9	10.3
COCCN1C(=O)CCC1(C)C(=O)Nc1c(C)cccc1C (stereo unspecified)	1.0	-8.8	-1.5	-5.6	-3.5	1.6	.	3.2	-1.4	-2.3
CC1CCCN(c2ncnc3c2cnn3-c2ccc(Cl)cc2)C1 (stereo unspecified)	0.0	11.4	3.4	0.6	2.4	-0.3	-23.4	2.2	1.2	-0.4
N#CC1=C(N)c2ccccc2CC12CCCCC2	1.0	-8.4	-2.8	-1.9	-4.0	-4.2	-20.5	-3.9	1.4	0.2
Cc1ccc(S(=O)(=O)c2c(COC(=O)c3ccc(Cl)cc3)c(-c3ccccc3)nn2C)cc1	0.0	13.6	11.3	0.8	-6.0	-1.6	-3.5	2.3	-0.1	-1.1
S=C(NCc1ccco1)Nc1ccc(Oc2ccccc2)cc1	5.9	-6.1	-13.1	-4.9	-1.4	-2.5	-21.1	1.5	-1.3	3.8
O=[N+]([O-])c1nn(-c2ccccc2)[n+]([O-])c1N1CCN(c2ccccc2F)CC1	2.1	-4.3	6.2	-0.3	9.3	-2.1	-5.9	0.0	-0.8	-3.0
O=S(=O)(Nc1ccc(-c2ccccc2)cc1)c1ccccc1	-0.8	-5.9	-15.7	1.7	8.7	-3.4	-38.6	7.7	1.2	4.3
C[C@H](CO)N1C[C@H](C)[C@H](CN(C)S(=O)(=O)c2cccs2)Oc2ncc(Br)cc2C1=O	-1.3	1.4	2.7	4.5	8.9	-2.0	.	3.9	0.5	-0.2
CC1=NCCN1S(=O)(=O)c1c(C(C)C)cc(C(C)C)cc1C(C)C	-0.1	-1.1	-0.3	-4.7	3.6	5.6	-8.7	-6.7	1.2	44.6*
COc1ccc(OC)c(NC(=O)c2ccc(NS(C)(=O)=O)cc2)c1	3.0	4.1	1.7	-1.7	11.8	3.2	5.2	2.3	-0.7	-8.4
COC(=O)C1CCC(=O)N1C(c1ccc(OC)cc1)c1cc(OC)c(OC)c(OC)c1 (stereo unspecified)	0.0	-2.2	-1.3	-5.4	7.7	-2.4	20.6	-0.7	-1.3	5.8
O=C(NCCCN1CCCCCC1)C1CCCN(S(=O)(=O)c2cccc3nsnc23)C1 (stereo unspecified)	-1.4	2.3	-2.9	5.5	2.5	-1.4	9.7	-4.3	-0.9	-9.2
O=C(NCC(c1ccco1)N1CCOCC1)c1ccc(F)cc1 (stereo unspecified)	-3.5	16.4	-6.6	0.3	-1.9	-4.3	0.3	-3.0	-2.1	-3.3
NC(=O)c1ccc(Cc2ncc(C(F)(F)F)cc2Cl)s1	0.5	1.0	-3.0	1.3	8.1	0.0	-11.8	-0.6	0.5	-1.3
C[C@H](NC(=O)C[C@@H]1CC[C@H]2[C@@H](COC[C@H](O)CN2Cc2ccc(C(F)(F)F)cc2)O1)c1ccccc1	0.3	-7.8	-1.7	5.5	-14.1	4.9	.	0.6	8.8*	1.4
O=C1CC(Cc2ccccc2)C(=O)N1c1ccc(Cl)cn1 (stereo unspecified)	0.2	1.1	-9.2	1.2	-2.4	-2.5	-1.6	-1.4	0.9	-0.8
O=C(NC1CCCC1)C1CCC(=O)N1C1CCCC1 (stereo unspecified)	1.6	-3.5	5.2	-1.0	3.0	1.2	-0.4	-2.8	-0.3	1.2
COc1ccc(-n2ccc(=O)c(C(=O)O)n2)c(OC)c1	0.4	0.8	4.5	-1.7	8.8	7.2	-2.4	1.7	-2.4	-2.9
O=c1cc(O)n(-c2ccc(Cl)cc2)c(=S)[nH]1	9.2	5.5	-7.0	1.4	1.8	5.3	-4.2	13.1	-1.2	.
O=C(COC(=O)c1cc(S(=O)(=O)N2CCOCC2)ccc1Cl)NC1CCCCC1	0.8	-5.5	-1.4	19.3*	9.9	5.6	6.1	1.4	4.1	-0.2
Cc1ccc(C)c(NC(=O)C2CCCN(S(=O)(=O)c3c(C)noc3/C=C/N(C)C)C2)c1 (stereo unspecified)	1.2	6.4	-11.2	6.5	-4.2	-6.2	-30.7	24.9	-1.3	5.3
COc1ccc(CCNC(=O)C2CCCN(Cc3nc(-c4ccccc4C)oc3C)C2)cc1OC (stereo unspecified)	-4.7	1.2	0.1	-0.5	2.4	13.1	-0.5	-8.6	0.4	-2.1
CSc1ccc(S(=O)(=O)N2c3ccccc3CC2C)cc1 (stereo unspecified)	-3.4	5.4	-1.2	4.2	-15.2	3.6	-18.1	1.5	0.1	-0.7
CC1(c2nnc(Cc3ccccc3)o2)CC(c2ccc(Br)cc2)=NO1 (stereo unspecified)	0.4	-6.3	2.2	-0.1	-0.8	1.4	-6.5	0.3	-0.2	-0.9
COc1cccc(N2CCN(C(=O)CCSCc3ccccc3F)CC2)c1	-3.3	5.7	3.9	-0.1	-12.4	1.9	-5.2	-5.6	-1.1	3.3
COC(=O)c1cc(-c2cc3ccccc3o2)c(=O)n2c1CCC2	-7.0	.	0.2	3.1	-1.5	4.1	.	3.9	.	-7.7
Cc1cc(Cl)ccc1OCCCC(=O)NN	2.3	5.8	4.0	2.1	10.6	0.6	-4.1	-1.6	-0.3	-1.9
CSc1ccccc1NC(=O)c1cnccn1	1.9	13.2	0.3	1.5	6.3	5.3	4.8	3.9	-2.5	1.2
COc1cccc(CNS(=O)(=O)c2cc3c(cc2Cl)NC(=O)CO3)c1	-0.5	0.1	2.3	1.1	2.9	2.7	-2.7	5.6	-0.6	-0.4
CCOC(=O)N1CCN(C(=O)c2oc3ccc(S(=O)(=O)N(CC)CC)cc3c2C)CC1	1.4	2.5	-0.3	-1.0	6.5	-5.9	6.2	-8.8	0.1	-1.1
COC(=O)C[C@H]1CC[C@H]2[C@H](COc3ccc(NC(=O)C4CC4)cc3C(=O)N2C)O1	1.5	.	3.1	2.4	-2.3	-0.8	.	-1.0	.	2.0
CC1CN(C(=O)C(C)N2CCN(c3cccc(Cl)c3)CC2)CC(C)O1 (stereo unspecified)	1.0	3.1	-5.3	5.3	-0.8	4.4	5.3	-4.6	-1.9	-3.4
CC(C)CCOP(=O)(c1ccc(N(C)C)cc1)C(O)c1ccc(N(C)C)cc1 (stereo unspecified)	3.9	1.3	9.3	-2.6	-2.1	-0.6	0.3	-9.7	-3.9	8.9
O=C(O)c1cc(S(=O)(=O)NCc2ccco2)c(Cl)cc1Cl	2.7	-5.9	-0.5	0.5	6.9	1.2	3.4	0.7	-1.4	-0.8
O=C(Nc1ccccc1C(=O)N1CCOCC1)c1cccnc1	-0.1	12.0	-0.8	-0.8	4.9	-1.1	-0.9	-0.8	-0.2	-0.4
Cc1ccc(NC(=O)C2=C(O)CCn3c2nc2ccccc23)cc1	3.6	0.0	-9.6	2.6	6.6	-2.0	-1.4	3.7	-1.3	-2.9
Cc1ccc(C(=O)Nc2ccc(OCc3ccccc3)cc2)s1	1.7	3.7	-2.4	0.7	-14.4	-0.7	-9.7	-1.1	-0.9	-3.0

Whole records as entered above. Screens in order: PRMT1 FP inh | TCR CD3 inh | ABHD4 inh | LEDGF integ inh | TDP2 inh | SIAE inh | HTRA1 inh | rCAG RNA binder | PG9 Ab binder | NR1D1 modulator
CC(C)CCOP(=O)(c1ccc(N(C)C)cc1)C(O)c1ccc(N(C)C)cc1 (stereo unspecified) is entered as 3.9 | 1.3 | 9.3 | -2.6 | -2.1 | -0.6 | 0.3 | -9.7 | -3.9 | 8.9
Cc1ccc(NC(=O)C2=C(O)CCn3c2nc2ccccc23)cc1 is entered as 3.6 | 0.0 | -9.6 | 2.6 | 6.6 | -2.0 | -1.4 | 3.7 | -1.3 | -2.9

4 compounds picked at random from the list so far, as already listed:
SMILES	PRMT1 FP inh	TCR CD3 inh	ABHD4 inh	LEDGF integ inh	TDP2 inh	SIAE inh	HTRA1 inh	rCAG RNA binder	PG9 Ab binder	NR1D1 modulator
O=S(=O)(Nc1ccc(-c2ccccc2)cc1)c1ccccc1	-0.8	-5.9	-15.7	1.7	8.7	-3.4	-38.6	7.7	1.2	4.3
CCOC(=O)N1CCN(C(=O)c2oc3ccc(S(=O)(=O)N(CC)CC)cc3c2C)CC1	1.4	2.5	-0.3	-1.0	6.5	-5.9	6.2	-8.8	0.1	-1.1
CCCc1ccccc1OCCNS(=O)(=O)c1cc2c(cc1C)OCC(=O)N2	-2.2	1.7	7.5	-2.5	-8.1	-0.7	-18.1	2.8	0.7	10.6
C[C@H](NC(=O)C[C@@H]1CC[C@H]2[C@@H](COC[C@H](O)CN2Cc2ccc(C(F)(F)F)cc2)O1)c1ccccc1	0.3	-7.8	-1.7	5.5	-14.1	4.9	.	0.6	8.8*	1.4

Source: PubChem (several laboratories)
